Assay outcomes deposited in PubChem by several laboratories.
CCHFV vOTU inh = blocks the CCHF virus ovarian tumor domain protease; CCHFV vOTU protease, Pep-AMC fluorescence; inhibition, % at 11.5 µM; hit rate 0.55% among 370,000; in the data active means inhibition above about 30%; further: 0% = vehicle wells with enzyme and 100% = no enzyme wells
Yp Topo-I inh = inhibitors of Yersinia pestis topoisomerase I. activity, % at 10 µM. AID 504884. hit rate 0.064% among 360,000. Y. pestis Topo-I cleavage product accumulation, plate reader; in the data active means activity above about 50%, passing the limit was not always enough; inconclusive means no clear call, values can overlap the other calls; further: inactives centre near 2
TcdB inh = TcdB glycohydrolase inhibition; P18177; TcdB glycohydrolase enzymatic assay, plate reader; inhibition, % at 9.99 µM; hit rate 0.24% among 350,000; AID 652162; in the data active means inhibition above about 10%
SSB-PriA inh = blocks PriA binding to SSB C-terminal tail | AlphaScreen SSBct-PriA binding, biotinylated peptide | inhibition, % at 33 µM | hit rate 0.6% among 430,000 | AID 1272365; in the data active means inhibition mostly above about 37%, no sharp cut-off; inactive means mostly below about 20%;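 further: plate controls were negative control peptide for no effect and reference peptide for full effect; strong numbers were not always called active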
Rv3671c inh = Rv3671c (M. tuberculosis) protease inhibition. P9WHR9. inhibition, % at 5.96 µM. hit rate 0.048% among 320,000. AID 2606; in the data active means inhibition above about 38%;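 further: extracellular domain of Rv3671c used as enzyme; 0% = enzyme with DMSO and 100% = no enzyme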
3CLpro inhibitor = SARS-CoV 3CLpro protease inhibition; inhibition, % at 6 µM; hit rate 0.14% among 290,000; recombinant SARS-CoV 3CLpro, quenched FRET peptide cleavage; P0C6X7; in the data active means inhibition above about 12%
Vc quorum ag = inducers of Vibrio cholerae quorum light production without autoinducers | V. cholerae BH1578 lux reporter, luminescence, 6 h | hit rate 0.16% among 350,000 | activation, % at 18.7 µM | AID 588436; in the data active means activation mostly above about 9.7%, no sharp cut-off; inconclusive means no clear call, values can overlap the other calls; inactive means mostly below about 3.7%; further: not every result past the cut was called active; inactives centre near 0; reference of the scale not given here
PrPC surface inh = inhibitors of human cell surface prion protein PrPC | hit rate 0.43% among 370,000 | inhibition, % at 13.8 µM | TR-FRET read-out | P04156; in the data active means inhibition above about 24%; further: 0% = median of the test wells and 100% = reference compound wells
VHR inh abs = inhibitors of human VHR1 phosphatase (DUSP3). hit rate 0.52% among 290,000. inhibition, % at 13.3 µM. recombinant VHR phosphatase, pNPP absorbance. P51452; in the data active means inhibition above about 50%; further: some compounds called inactive have numbers as strong as hits
MazEF act = increases E. coli MazEF RNase cleavage of RNA; AID 504720; hit rate 0.32% among 350,000; activation, % at 20 µM; FAM/BHQ RNA-DNA oligo cleavage fluorescence, 5 h; in the data active means activation above about 50%
The depositor's hits bear a star; i = inactive; ? = inconclusive; . = not tested or not shown; & = joins results of further samples. An excerpt, so the mix of outcomes need not match the whole.

SMILES	CCHFV vOTU inh	Yp Topo-I inh	TcdB inh	SSB-PriA inh	Rv3671c inh	3CLpro inhibitor	Vc quorum ag	PrPC surface inh	VHR inh abs	MazEF act
CCCn1c(SCC(N)=O)nnc1C(C)C	6	-9	.	-29	1	-2	-11	-7	24	-3
CN1CCN(c2ccccc2NC(=O)COc2ccccc2)CC1	-11	9	.	1	1	-9	-2.2	-8	-16	6
NS(=O)(=O)c1ccc(CCNC(=O)C2CCN(S(=O)(=O)c3cccc4cccnc34)CC2)cc1	.	-4	.	-18	-12	-3	0.6	.	46	-10
CC1=CC(=O)OC1Cc1ccncc1 (configuration not stated)	4	-2	.	-12	-4	-4	i	-7	13	-2
COC(=O)CC1SCCNC1=O (configuration not stated)	-4	3	0.3	-6	-7	-2	i	3	-2	2
CCOC(=O)C1CCN(CC(O)COc2ccc(C(=O)CC)cc2)CC1 (configuration not stated)	-4	-2	.	2	1	-5	-2.0	-7	-4	3
Cc1c2cnn(CC(=O)NCc3ccccn3)c(=O)c2c(C)n1Cc1ccccc1	5	-3	0.2	6	8	4	-1.3	1	21	5
Cc1cc(C)cc(OCC(=O)OCC(=O)NCc2cccs2)c1	6	-6	0.5	-24	-9	4	i	-3	-8	0
COc1cc(C(=O)Nc2nccs2)ccc1OCc1c(C)noc1C	10	-10	1.5	1	-9	0	-0.5	-6	21	6
Cc1ccc(C(=O)/C=C/Nc2ccc(S(=O)(=O)Nc3cc(C)nc(C)n3)cc2)cc1	8	6	2.2	11	-7	-4	.	-11	1	4
O=C(CCC1CCCN(C(=O)c2ccc(F)c(F)c2)C1)N1CCN(c2ccccn2)CC1 (configuration not stated)	21	28	-1.0	-10	2	1	i	4	10	4
COC(=O)N1C(=O)[C@](c2ccccc2)(C2CCCC2)N1C(=O)OC	16	10	2.2	-1	6	-2	i	0	33	4
Cc1nn(-c2ccccc2)c(C)c1/C=C1\C(=O)N(C)C(=S)N1C	13	-5	0.2	14	-6	-1	-1.5	-2	30	-2
Cc1ccccc1NC(=O)c1ccc(CN2CC(=O)N3CCCCC3C2=O)cc1 (configuration not stated)	9	-3	3.2	-7	5	-6	-0.3	-8	17	8
C=CCc1cccc(OC)c1OCCOCCNCCO	0	-4	.	-8	-4	-3	i	4	28	1
Brc1ccc(N=Nc2ccc3ccccc3n2)cc1	10	-11	-0.8	7	-2	-3	i	-8	33	9
CCc1ccc(N(CC(=O)Nc2ccc(OC)cc2OC)S(C)(=O)=O)cc1	2	8	.	3	2	0	i	1	8	2
COc1ccc(C)cc1NC(=O)COC(=O)CCC(=O)c1cccs1	-2	14	1.5	3	6	.	i	5	.	-3
CCOC(=O)c1ccc(NC(=O)NNC(=O)CCc2ccc(OC)cc2)cc1	-8	6	-0.5	5	.	-1	i	-2	-2	4
COc1ccccc1-c1cc(NC=O)c2ncc(-c3ccc(S(C)(=O)=O)cc3)n2c1	-33	20	0.6	.	.	.	-0.2	-17	.	.
COCCc1nnc(NC(=O)C23CC4CC(CC(C4)C2)C3)s1	3	7	-4.7	-15	6	1	i	4	6	3
Cc1ccccc1NC(=O)c1c(-c2ccccc2)noc1C	4	-3	.	-23	2	3	-0.5	0	13	4
O=C(O)CSc1nc(-c2ccccc2)nc2c1CCCC2	-8	6	6.2	-14	0	-1	-0.3	4	29	1
NC(=O)c1cc2cc(Br)ccc2o/c1=N/NC(=O)c1cccc(F)c1	-2	24	0.2	.	.	1	i	2	-2	-24
CCCCC(=O)Nc1ccc(NC(=O)c2ccc(C)c([N+](=O)[O-])c2)cc1OC	5	-4	.	-12	-14	-4	-0.4	-1	-13	2
(continued)
SMILES	CCHFV vOTU inh	Yp Topo-I inh	TcdB inh	SSB-PriA inh	Rv3671c inh	3CLpro inhibitor	Vc quorum ag	PrPC surface inh	VHR inh abs	MazEF act
Cc1sc2nc(SCC(=O)NCc3ccco3)n(CCc3ccccc3)c(=O)c2c1C	-8	-1	.	-2	-9	-1	-1.9	-1	-10	-4
O=C(CN(C1CCCCC1)S(=O)(=O)c1ccccc1)NCC1CCCO1 (configuration not stated)	3	8	0.9	-12	.	2	i	3	16	5
COc1ccc(C(C)=O)cc1CN1C(=O)NC2(CCCCC2)C1=O	-5	-2	.	-8	-8	5	-0.3	-4	27	2
COc1cc(OC)nc(S(C)(=O)=O)n1	-16	1	.	-9	1	0	i	4	-11	-4
CCOC(=O)c1cc(S(=O)(=O)Nc2ccc(F)cc2F)cn1C	8	5	-0.7	-11	-4	2	-0.1	6	18	-2
COC(=O)COc1c(Cl)cc(C(c2c(C)[nH][nH]c2=O)c2c(C)[nH][nH]c2=O)cc1OC	12	6	1.7	5	.	2	i	3	1	-2
COc1ccc(NC(=O)CSc2ccccc2)cc1S(=O)(=O)N1CCOCC1	11	6	0.7	-8	4	5	-0.1	-5	-4	6
O=[N+]([O-])c1ccc(N/N=C/c2sc(N3CCOCC3)nc2-c2ccccc2)c(S(=O)(=O)Nc2ccccc2Cl)c1	10	2	.	.	.	-1	-0.2	5	9	6
CC1(C(=O)OCC(=O)Nc2ccccc2)CC1(Cl)Cl (configuration not stated)	-4	-1	1.2	7	0	2	i	3	26	4
O=C(COC(=O)c1ccc(S(=O)(=O)NCc2ccco2)cc1)NCc1ccc(F)cc1	-7	4	1.4	2	-10	.	-1.4	4	.	-2
COc1ccc(-c2cc(C(=O)N(C)Cc3cccc(OC)c3OC)c3ccccc3n2)cc1OC	11	32	0.6	-14	-2	2	-0.5	6	2	-36
C/C(=N\Nc1cc(C)nc(-c2ccccc2O)n1)c1ccccc1	-10	-7	-2.3	.	-13	9	-0.2	0	14	1
CC(C)(C)NC(=O)c1ccc(NC(=O)c2ccccc2-c2ccccc2C(=O)O)cc1	-11	1	0.0	-10	9	2	i	8	-11	6
CC(C)CCc1noc(CN(CC2CCC2)CC2CCCO2)n1 (configuration not stated)	-5	8	0.9	-18	-2	-1	i	1	-20	0
CCCc1nnc(NC(=O)CCC(=O)N2CCN(Cc3ccc(OC)c(F)c3)CC2)s1	6	22	0.9	0	-11	-8	0.3	-1	14	5
Cc1ccc(NC(=O)c2cc([N+](=O)[O-])ccc2NCc2cccnc2)cc1	11	1	.	32	1	0	-0.7	-12	3	3
COc1cc(OC)c(OC)cc1CN1CCSCC1	-10	1	2.1	0	.	3	-0.1	6	1	7
O=C1NCCCC1C(=O)N/N=C/c1cccc([N+](=O)[O-])c1 (configuration not stated)	-8	4	-1.4	i	9	2	-0.4	-22	-8	-1
O=C(CCn1c(=S)oc2ccccc21)Nc1cccc(O)c1	2	5	1.7	-13	4	1	-0.3	9	3	-1
O=C(COC(=O)c1cnccn1)Nc1cccc2ccccc12	23	-11	-0.1	-20	5	-1	i	10	3	-2
COc1cccc(-n2cc(C(=O)NCCCOC(C)C)c3ccccc3c2=O)c1	1	2	0.5	-7	-1	-3	i	3	31	-7
Cc1onc(-c2ccccc2Cl)c1C(=O)N(Cc1nc(-c2ccccc2)no1)C1CCCCC1	-3	?	.	3	-6	9	i	-6	-17	-7
COc1cccc(-c2nc(=S)c3c(n2CCCO)CCCC3)c1	-4	10	0.0	-9	0	5	-0.4	-7	0	14
CCOC(=O)c1c(CSc2ccccc2)oc2cc(Br)c(O)c(CN(C)C)c12	3	36	3.7	5	-3	4	i	-1	-13	7
COc1cccc(OC)c1C(=O)Nc1ccc(C)cc1C(=O)c1ccccc1	10	19	-1.0	10&8	-3	2	-0.6	12	6	2
(continued)
SMILES	CCHFV vOTU inh	Yp Topo-I inh	TcdB inh	SSB-PriA inh	Rv3671c inh	3CLpro inhibitor	Vc quorum ag	PrPC surface inh	VHR inh abs	MazEF act
COc1ccc(CCC(=O)Nc2ccc3c(c2)OCO3)cc1OC	0	4	-0.6	-10	-1	5	i	-1	16	9
O=C(NCCN1CCCCC1)Nc1ccc(Cl)cc1	-16	-8	1.8	-7	-3	-1	0.3	-3	57*	11
COc1cccc(NC(=O)c2ccccc2Br)c1	-9	-4	0.9	-6	2	-8	-0.6	2	20	6
CC(CNS(=O)(=O)c1ccc(Br)cc1)CN(C)C (configuration not stated)	4	-11	-0.5	-13	3	1	i	-4	13	6
CCc1noc(C)c1C(=O)NNC(=O)c1ccc(F)cc1	16	-2	3.7	-26	-6	.	i	8	.	-2
COc1ccc(N2CCN(C(=O)CN3C(=O)c4ccccc4S3(=O)=O)CC2)cc1	14	-5	.	5	8	-3	i	5	-4	-2
O=C(NC1CCN(Cc2ccccc2)CC1)c1ccccc1OCc1ccccc1Cl	-2	36	3.0	8	3	2	-0.3	-11	-2	6
O=C(CSCc1ccc(Br)cc1)NCCc1ccccc1	-3	34	2.2	-25	-6	0	-0.9	11	11	-9
COCCNC(=O)COC(=O)c1nsc(Cl)c1Cl	-19	2	.	-10	4	-2	-0.2	-1	18	5
Cc1cccc(NC(=O)CSCC(=O)Nc2ccc(S(=O)(=O)N3CCOCC3)cc2)c1	3	-5	0.7	-4	-3	.	0.2	9	.	2
CCOC(=O)c1ccc(S(=O)(=O)NNC(=O)c2cccc(N(C)C)c2)cc1	12	4	-0.6	-6	-5	-3	-1.4	-9	-8	-3
Cn1c(NCc2cccc(Br)c2)nc2ccccc21	-9	12	.	-12	1	4	-2.1	-9	-11	-3
COCCCn1c(Cc2csc(Nc3cccc(Cl)c3)n2)nnc1SCC(=O)OC	14	-5	1.3	-2	5	-2	-4.8	-3	1	1
NC(=O)c1ccccc1OCCOc1ccc(Br)cc1	11	14	-2.2	-9	-2	4	-0.4	12	2	-8
O=C(CN(c1ccc(F)cc1)S(=O)(=O)c1ccccc1)NC1CCCCCC1	0	6	2.7	-12	5	1	1.6	3	10	7
COc1ccc(OCCSc2nnc(C(C)NC(=O)c3ccccc3F)n2C)cc1 (configuration not stated)	-8	2	2.2	1	-4	0	i	7	13	-25
O=CN1CCN(C(=O)c2cccc([N+](=O)[O-])c2)CC1	10	3	2.5	-1	7	1	i	-10	-4	6
CNC(=O)c1cn(-c2ccc(Cl)cc2)c(=O)c2ccccc12	-9	1	0.8	-1	-9	2	-0.2	4	17	-2
O=C1NC(=O)/C(=C/c2cccc(O)c2)N1	2	0	1.0	1	2	-1	-0.5	-12	3	9
CSCC(C)N1CCC(CO)(CCc2ccccc2)CC1 (configuration not stated)	-3	15	0.1	-5	3	1	-0.5	-5	-4	5
FC(F)(F)c1cccc(CON=C2CCN(c3ncc(C(F)(F)F)cc3Cl)CC2)c1	-1	?	.	-39	-2	0	i	-5	25	-12
CCOc1ccc(C2C3=C(CCCC3=O)OC(N)=C2[N+](=O)[O-])cc1 (configuration not stated)	0	-2	0.1	-4	1	0	i	3	24	0
Cc1onc(-c2c(F)cccc2Cl)c1C(=O)N(C)CC(=O)Nc1cccc(F)c1	-3	-18	1.5	-4	3	.	-1.2	-2	.	2
CN(CC(=O)Nc1cccc(F)c1)C(=O)c1ccc(NC2CC2)c([N+](=O)[O-])c1	24	6	0.1	-7	-4	.	i	-22	.	3
O=C(c1cc2ccccc2oc1=O)N1CCN(Cc2ccc3c(c2)OCO3)CC1	13	-2	.	-4	-2	6	-0.3	0	-8	6
Fc1cccc(F)c1-n1c(CN2CCOCC2)csc1=S	8	8	0.0	0	-7	5	-0.2	10	-6	9

Ordered by SMILES length (rising): part of the list above.
SMILES	CCHFV vOTU inh	Yp Topo-I inh	TcdB inh	SSB-PriA inh	Rv3671c inh	3CLpro inhibitor	Vc quorum ag	PrPC surface inh	VHR inh abs	MazEF act
O=C(NCCN1CCCCC1)Nc1ccc(Cl)cc1	-16	-8	1.8	-7	-3	-1	0.3	-3	57*	11
COc1ccc(CCC(=O)Nc2ccc3c(c2)OCO3)cc1OC	0	4	-0.6	-10	-1	5	i	-1	16	9
COc1ccc(OCCSc2nnc(C(C)NC(=O)c3ccccc3F)n2C)cc1 (configuration not stated)	-8	2	2.2	1	-4	0	i	7	13	-25
CN(CC(=O)Nc1cccc(F)c1)C(=O)c1ccc(NC2CC2)c([N+](=O)[O-])c1	24	6	0.1	-7	-4	.	i	-22	.	3
